Screening results deposited in PubChem BioAssay by National Center for Advancing Translational Sciences (NCATS).
APE1 inh: inhibitors of human APE1 endonuclease; P27695; recombinant APE1, TAMRA/BHQ-2 abasic DNA cleavage fluorescence; Potency, µM (highest dose often 65.8 µM), without a hit: at the top dose activity change, negative = inhibition, hits mostly inhibitors; hit rate 0.35% among 350,000; AID 2517;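 further: potency means the concentration at half of the fitted maximal effect; plate controls were vehicle for no effect and reference inhibitor for full effect; nearly all actives have a fitted effect of over 55% in size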
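Enzyme (0.75 nM final) and test compound are incubated 15 min at room temperature before adding 50 nM quenched THF abasic-site duplex. Cleavage dequenches TAMRA, followed at 525/598 nm over three reads one minute apart.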
Pol kappa inh: inhibitors of human DNA polymerase kappa. Q9UBT6. purified Pol kappa, fluorescent DNA synthesis assay, 10 min. Potency, µM (series often up to 107 µM), for inactives: top-dose activity, negative = inhibition, hits mostly inhibitors. hit rate 0.53% among 400,000. AID 588579; further: potency means the concentration at half of the fitted maximal effect; on the % scale 0 is the no-effect control and ±100 the full control effect
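Here, compound and 10 nM enzyme are combined for 15 min at room temperature; adding 50 nM substrate (final) starts DNA synthesis, tracked by fluorescence at 0 and 10 min against buffer-only wells.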
ALOX12 inh: blocks human arachidonate 12S-lipoxygenase. purified 12hLO, xylenol orange hydroperoxide absorbance. AID 1671190. hit rate 1.1% among 580,000. Potency, µM (series often up to 108 µM), inactives show top-dose activity change, negative = inhibition, most hits filed as inhibitors; further: potency means the concentration at half of the fitted maximal effect; on the % scale 0 is the no-effect control and ±100 the full control effect
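Purified human 12hLO (150 nM final) in 25 mM Hepes, 0.01% Triton X-100, pH 7.0 was preincubated 15 min at room temperature with compound. Then 40 uM arachidonic acid was added, 30 min. Hydroperoxide was read by Fe-XO absorbance ratio 573/405 nm.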
LDHA inh: LDHA (human) enzyme inhibition | P00338 | purified LDHA, NADH/diaphorase-resazurin fluorescence; hits give low values | activity change, % (values are at about 110 or 230 µM) | hit rate 0.15% among 480,000; in the data active means activity change below about -30%; inconclusive means mostly about -25% to -30%;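 further: plate controls were DMSO wells for no effect and wells without enzyme for full effect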
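LDH5 2 nM; NADH 0.06 mM, pyruvate 0.2 mM; 200 mM Tris pH 7.4, EDTA, Tween-20; 5 min RT. Detection: diaphorase 0.133 mg/mL + resazurin 37 µM, fluorescence ex540/em590 at 0 and 20 min; normalized to enzyme-free and DMSO wells.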
RGS4 inhibitor: blocks human RGS4-accelerated GTP hydrolysis; Potency, µM (doses to about 114 µM), inactives show top-dose activity change, negative = inhibition, most hits filed as inhibitors; Transcreener GDP fluorescence polarization, RGS4-accelerated GTP hydrolysis; hit rate 0.039% among 390,000; P49798; further: potency means the concentration at half of the fitted maximal effect; on the % scale 0 is the no-effect control and ±100 the full control effect; nearly all actives have a fitted effect of over 75% in size; some results filed as inactive show a strong effect at the top dose
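MLSMR compounds (23 nl, pin-transferred) preincubated 10 min at room temperature with a 500nM (2x) first reagent, then RGS4 at 900nM (2x) plus Transcreener GDP mix added; fluorescence polarization (620/688 nm) read before and after 90 min at 30 °C.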
Pol beta inh: inhibitors of human DNA polymerase beta | Potency, µM (series often up to 114 µM), for inactives: at the top dose activity change, negative = inhibition, usual class: inhibitors | P06746 | AID 485314 | hit rate 1.3% among 340,000 | Pol beta primer extension/strand displacement, fluorescence kinetic; further: potency means the concentration at half of the fitted maximal effect; on the % scale 0 is the no-effect control and ±100 the full control effect
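Kinetic readout of DNA synthesis with strand displacement by Pol beta. Compound and 10 nM enzyme sit 15 min at room temperature; 50 nM substrate starts the reaction, read immediately and at 10 min.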
Anesthetic bind: candidate novel general anesthetic via apoferritin binding; P02791; apoferritin/1-aminoanthracene competitive binding, fluorescence; Potency, µM (titrated, usually from 77.5 µM), for the others: at the top dose activity change, negative = displacement, most hits filed as inhibitors; hit rate 0.074% among 350,000; further: potency means the concentration at half of the fitted maximal effect; on the % scale 0 is the no-effect control and ±100 the full control effect; nearly all actives have a fitted effect of over 20% in size
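Concentration-response curves derived by four-parameter Hill fitting of normalized fluorescence, where compounds displaced 1-AMA from 10 uM horse apoferritin following a brief 10 min room-temperature incubation; propofol titration acted as positive control.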
POLH inh: inhibitors of human DNA polymerase eta | Q9Y253 | recombinant Pol eta, fluorescent DNA replication assay | Potency, µM (highest dose often 114 µM), without a hit: top-dose activity change, negative = inhibition, actives largely listed as inhibitors | hit rate 1.2% among 390,000; further: potency means the concentration at half of the fitted maximal effect; on the % scale 0 is the no-effect control and ±100 the full control effect
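Pol eta (10 nM) was preincubated with compounds for 15 min at room temperature, after which fluorescent replication substrate (50 nM final) was added to start the reaction. Fluorescence was read kinetically at 0 and 10 min.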
ERG Ets-DNA blk: blocks human ERG Ets domain binding to DNA; P11308; fluorescence polarization, His-ERG Ets domain / labelled DNA; Potency, µM (highest dose often 76.9 µM), for the others: at the highest dose FP activity, negative = inhibition, actives largely listed as inhibitors; hit rate 0.028% among 370,000; active means well fitted inhibition curve with a large enough effect in the polarisation, with a control signal flat; inconclusive means small, poorly fitted or top-dose-only effect, or effect the other way, or a change in a side signal; inactive means no such curve, though single readings can be large or run the other way; the % refers to the polarisation;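 further: polarization taken with two DNA probes labelled with fluorescein and Texas red; potency means the concentration at half of the fitted maximal effect; % of control where 0% means no effect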
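His-tagged ERG Ets domain (1 uM in the protein solution; 300mM KCl, 50mM Tris-HCl, 1mM EDTA, 1mM DTT, pH 7.5) received compound, then a probe mix of 5 nM fluorescein-DNA and 100nM Texas-615-DNA. Fluorescence polarization was read for both dyes.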
Active calls of the source: *; ? = inconclusive; / = not tested or not shown; & = joins results of further samples; [ ] = remark or other dose. Unless noted, the call rests on the fitted dose curve; in most records, active means well fitted curve in the direction sought with a large enough effect; inconclusive means small, poorly fitted or top-dose-only effect, or another doubt; inactive means no such curve, though single readings can be large; an effect the other way counts as inactive or inconclusive. The list is partial; count on the stated rates, not on these rows.

SMILES | APE1 inh | Pol kappa inh | ALOX12 inh | LDHA inh | RGS4 inhibitor | Pol beta inh | Anesthetic bind | POLH inh | ERG Ets-DNA blk
O=C(O)C(Cc1cnc[nH]1)NS(=O)(=O)c1ccc(Br)cc1 (stereo not given) | 0% | -7% | ? | -17 | -11% | 21% | 3% | 8% | -9%
N#Cc1ccc(NC(=O)CN2C(=O)NC3(CCCCCCC3)C2=O)cc1Cl | 25% | -24% | 0% | -9 | 0% | / | / | -2% | -11%
CC(=O)N1CCN(Cc2ccc(Cl)nc2)CC1 | -9% | 6% | 19% | -5 | 4% | 15% | -10% | -15% | 1%
CC1CC2(O)c3nonc3CCC2N1O (stereo not given) | -3% | -5% | ? | -12 | 8% | 0% | 13% | -12% | -7%
COc1ccc(-n2c(=O)[nH]c3ccccc3c2=O)c(OC)c1 | 0% | 3% | -14% | -2 | 6% | -12% | 2% | -5% | 6%
CC1CN=C(NCc2ccccc2)S1 (stereo not given) | 0% | 0% | 0% | -4 | -13% | -4% | 9% | -5% | -2%
NCCc1c[nH]c2ccc(O)cc12 | 16% | -7%[60.1 µM] | ? | 3&28 | ? | 11%[57.1 µM] | 2%[29.3 µM] | -9% | -6%
CN1CC[C@]23c4c5ccc(OC6OC(C(=O)O)[C@@H](O)C(O)[C@H]6O)c4OC2C(O)C=CC3[C@H]1C5 (stereo not given in full) | 25% | 4% | 3% | 1 | -2% | / | / | 3% | -12%
COc1ccc(CC2NCC(O)C2OC(C)=O)cc1 (stereo not given) | 4% | -7% | 8% | -5 | -16% | / | / | -3% | 1%
CC(C)N1C(=O)CC2(CC[N+](C)(CCOC(=O)C(O)(c3ccccc3)c3ccccc3)CC2)C1=O (stereo not given) | 9% | 0% | 35µM* | -34* | -20% | 16% | -19% | -11% | 6%
C#CCN(C)C(C)Cc1ccccc1 (stereo not given) | 5%&-1% | -8% | -17% | -6 | 14% | 17% | ? | -15% | 7%
CCCC(C)C1(CC)C(=O)NC(=Nc2ccc(OC)cc2)NC1=O (stereo not given) | -7% | -8% | 2% | -8 | 24% | 7% | -6% | -10% | -1%
O=[N+]([O-])c1ccc(NCCCN2CCOCC2)nc1 | 4% | -6% | 3% | -2 | 0% | 31% | -14% | -19% | -4%
c1ccc2c(c1)OC[C@@H](C1=NCCN1)O2 | -1% | -8%[19.4 µM] | 2% | / | / | / | -3%[29.3 µM] | / | /
COC(=O)C1=CCCN(C)C1 | -2% | -8%[60.1 µM] | ? | -2 | ? | 15%[57.1 µM] | -1% | 0%[57.1 µM] | 7%
CCCCn1c(O)c(C=NC2CCCCC2N)c(=O)[nH]c1=O (stereo not given) | -1% | 2% | 36%[activator] | 2 | ? | 1% | -4% | -15% | 8%
Cc1ccc(CC(=O)N2CCN(Cc3ccccc3)CC2)cc1 | -4% | 7% | -11% | 1 | 4% | -23% | -8% | -21% | 2%
CN1CCN(c2oc(-c3ccc(COc4ccccc4)o3)nc2C#N)CC1 | / | -8% | -22% | 1 | -1% | 17% | -3% | -27% | 7%
CCC(=NCc1cc(OC)cc(OC)c1)c1c(O)n(C2CCCCC2)c(=O)[nH]c1=O | ? | -5% | ? | -9 | 8% | -6% | -4% | -26% | 3%
CC(C)Oc1cccc(C(=O)C2CCCN(Cc3ccon3)C2)c1 (stereo not given) | 0% | -6% | -18% | -13 | -25% | 0% | -13% | -17% | 11%

Gathered by group, the compounds so far with a cyano group.
SMILES | APE1 inh | Pol kappa inh | ALOX12 inh | LDHA inh | RGS4 inhibitor | Pol beta inh | Anesthetic bind | POLH inh | ERG Ets-DNA blk
N#Cc1ccc(NC(=O)CN2C(=O)NC3(CCCCCCC3)C2=O)cc1Cl | 25% | -24% | 0% | -9 | 0% | / | / | -2% | -11%
CN1CCN(c2oc(-c3ccc(COc4ccccc4)o3)nc2C#N)CC1 | / | -8% | -22% | 1 | -1% | 17% | -3% | -27% | 7%

The listing continues:
SMILES | APE1 inh | Pol kappa inh | ALOX12 inh | LDHA inh | RGS4 inhibitor | Pol beta inh | Anesthetic bind | POLH inh | ERG Ets-DNA blk
COc1ccc2c(c1)c(C(=O)CN1CCN(C)CC1)c(C)n2Cc1ccccc1 | 10% | -13% | ? | -4 | -13% | 3% | -15% | -12% | -7%
Cc1ccc(C(=O)n2cc(CCN3CCS(=O)(=O)CC3)c3ccccc32)cc1 | -7% | -12% | -12% | -3 | 10% | -4% | -11% | -9% | -6%
Cc1ccc2c(c1)C1CN(C)CCC1N2C(=O)c1ccco1 (stereo not given) | -5% | -7% | 2% | 1 | -26% | 0% | -5% | 4% | /
O=C(NC(=S)N1C[C@H]2C[C@H](C1)c1cccc(=O)n1C2)c1ccc(Cl)cc1Cl | 25% | -15% | -26% | -9 | 1% | 2% | -9% | -16% | -1%
COc1cccc2c1C(=O)c1c(O)c3c(c(O)c1C2=O)CC(O)(C(C)=NO)CC3OC1CC(N)C(O)C(C)O1 (stereo not given) | / | ? | 1% | 19 | -28% | / | / | 18µM* | /
Cc1ccc(-c2nc(S(=O)(=O)c3ccc(C)cc3)c(SCC(=O)Nc3ccc(F)cc3)o2)cc1 | / | -5% | ? | 1 | -9% | ? | ? | -30% | -1%
c1nc2nc3c(c(N4CCNCC4)n2n1)CCCC3 | -3% | -13% | / | -4 | -2% | -1% | -4% | 2% | 2%
CC1[C@H]2Cc3ccc(O)cc3[C@]1(C)CCN2C (stereo not given in full) | / | 0% | 2% | -10 | 3% | / | / | -2% | 14%
COc1c(O)cc2c(c1OC)-c1ccc(SC)c(=O)cc1C(NC(C)=O)CC2 (stereo not given) | / | -17% | ? | -11 | 7% | / | / | 6% | -1%
CN1CC(C(=O)c2ccc(F)cc2)C(c2c(F)cccc2Cl)C1 (stereo not given) | 1% | -1% | -14% | -2 | -12% | -14% | -18% | -12% | -2%
CNC(=O)OCc1n(C)cc[n+]1C | 7% | -11% | ? | ? | -12% | -7% | -1% | -2% | 0%
COc1ccccc1N1CCN(CCc2ccccc2)CC1 | 24% | 2% | ? | -1 | -7% | -17% | -12% | -17% | 10%
Cc1nc2ccccc2c(=O)n1-c1ccc(Cl)c(Cl)c1 | 13% | -3% | -27% | -1 | -8% | -6% | -9% | -22% | -1%
CN(C)C(=O)Oc1cc(OC(=O)N(C)C)cc(C(O)CNC(C)(C)C)c1 (stereo not given) | 7% | 10% | -12% | -2&-3 | -11%&8% | / | 4% | -15%&-12% | 14%&173%
CCN1CCN(c2ccc([N+](=O)[O-])cc2C(=O)OC)CC1 | 2% | 0% | -8% | -3 | 0% | -6% | -19% | -18% | 11%
Cc1cccnc1-n1c(-c2ccccc2)nc2ccccc2c1=O | 0% | -4% | -18% | -6 | 34% | 1% | -13% | -14% | 8%
CN1C(=O)N(C)C(=O)C2(Cc3cc(NC(=O)c4ccccc4Cl)ccc3N3CCCC32)C1=O (stereo not given) | -3% | -5% | 0% | -2 | 26% | 36% | -15% | -9% | 0%
CN(C)C(=O)NC(O)C(Cl)(Cl)Cl (stereo not given) | -1% | -3% | -16% | 1 | 9% | 37% | -1% | -6% | /
CCn1cc2nc(SCc3c(F)cccc3Cl)n(CCc3ccccc3)c(=O)c2n1 | / | 0% | -34% | -4 | -9% | -16% | 72%[activator] | -9% | 2%
CN1CCN(c2ccc([N+](=O)[O-])c(SCCO)c2)CC1 | 12% | -9% | -9% | 0 | 4% | 14% | -15% | -12% | 2%
COC(=O)C1=C(c2ccc3ccccc3c2)C[C@@H]2CC[C@H]1N2C(=O)NCc1ccc(C(F)(F)F)cc1 | -1% | -3% | -1% | -4 | 7% | / | / | -9% | -11%
COc1ccc(CCNCc2sccc2C)cc1OC | ? | -11% | 3%&0% | 0&0 | 43% | 29% | -3% | -4% | 3%
O=C(c1ccc(F)cc1)N1CCC2(CC1)OCCO2 | 2% | -21% | 8% | -3 | 44% | 35% | 4% | -5% | 1%
Cc1[nH]c2ccccc2c1CCN | / | -6% | -6% | -6 | 7%[11.4 µM] | / | / | -9% | 2%
CN1C(=O)N(C)C(=O)C2(Cc3ccccc3N3CCCC32)C1=O (stereo not given) | -1% | -2% | ? | 2 | -5% | 3% | -1% | -5% | -5%[15.4 µM]
Cc1cc(N(CCCl)CCCl)ccc1C=Cc1ccncn1 | / | -6% | 5% | 6 | 1% | / | / | -21% | 32%[activator]
Nc1nc(N)c2cnnn2n1 | / | -8% | 4% | -5 | -5% | / | / | -5% | -2%
CCOc1ccc(OCC)c(NC(=O)CN2CCN(c3ccc(C)cc3C)CC2)c1 | ? | 5% | ? | -7 | -53% | 3% | -10% | -10% | 1%
Cc1cccc(-n2c(O)c(C=Nc3ccc(S(N)(=O)=O)cc3)c(=O)[nH]c2=O)c1 | 5% | -20% | 3% | -3 | -9% | 10% | -10% | -5% | 16%
O=C1NC(=O)C(Cc2ccccc2)(Cc2ccccc2)C(=O)N1Cc1ccccc1 | / | -10% | -11% | 0 | 0% | / | / | -20% | -10%
CN(C(=O)Oc1ccc([N+](=O)[O-])cc1)c1ccccc1 | 3% | -14% | 10% | -6 | -3% | -1% | -5% | -7% | 1%
Cc1cc(-c2cc(C)c(N)c(C)c2)cc(C)c1N | 2% | -3% | -2% | -3 | -13% | / | / | -20% | -8%
COC(=O)C1=C(c2ccc3ccccc3c2)C[C@@H]2CC[C@H]1N2C(=O)NC1CC1 | 11% | -5% | 27% | 1 | 6% | / | / | -6% | -5%
